# SRC2 inh: human SRC2 (NCOA2) inhibition; 370,000 tested, 0.17% active; HEK293 GAL4-SRC2 luciferase reporter, luminescence; inhibition, % at 9 µM; AID 651957;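 active means inhibition above the mean inhibition of all tested compounds plus 3 SD, set per campaign, cut at about 52% in these data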;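 further: 0% = DMSO treated cells and 100% = cells given Gossypol at 36 µM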
# H9c2 protect: myocardial damage modulation in H9c2 cells; 360,000 tested, 0.63% active; H9c2 cardiomyocytes, H2O2 injury protection, ATPLite, 2 h; protection from H2O2 cell death, % at 20 µM;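 active means compounds giving at least 50% protection of heart cells from peroxide-induced death in the single-dose screen, raw or plate-pattern-corrected value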;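 further: 0% = DMSO wells with peroxide and 100% = DMSO wells without peroxide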
# TLR9-MyD88 block: blocks human TLR9 binding to MyD88; Q9NR96+Q99836; CHO BLA complementation TLR9-MyD88, CCF4 FRET ratio; inhibition, % at 4.98 µM; 340,000 tested, 0.21% active;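 active means inhibition above the mean over all tested compounds plus 3 SD, cut at about 21% in these data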;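 further: 0% = DMSO only wells and 100% = clavulanate BLA inhibitor control wells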
# NOD2-RIPK2 inh: NOD2-RIPK2 protein interaction inhibition. AID 624267. CHO BLA complementation NOD2-RIPK2, CCF4 ratio. inhibition, % at 4.98 µM. 360,000 tested, 0.38% active. O43353; in the data active means inhibition above about 21%;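 further: 0% = vehicle only and 100% = reference blocker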
# Target sequence (O43353 whole entry, looked up): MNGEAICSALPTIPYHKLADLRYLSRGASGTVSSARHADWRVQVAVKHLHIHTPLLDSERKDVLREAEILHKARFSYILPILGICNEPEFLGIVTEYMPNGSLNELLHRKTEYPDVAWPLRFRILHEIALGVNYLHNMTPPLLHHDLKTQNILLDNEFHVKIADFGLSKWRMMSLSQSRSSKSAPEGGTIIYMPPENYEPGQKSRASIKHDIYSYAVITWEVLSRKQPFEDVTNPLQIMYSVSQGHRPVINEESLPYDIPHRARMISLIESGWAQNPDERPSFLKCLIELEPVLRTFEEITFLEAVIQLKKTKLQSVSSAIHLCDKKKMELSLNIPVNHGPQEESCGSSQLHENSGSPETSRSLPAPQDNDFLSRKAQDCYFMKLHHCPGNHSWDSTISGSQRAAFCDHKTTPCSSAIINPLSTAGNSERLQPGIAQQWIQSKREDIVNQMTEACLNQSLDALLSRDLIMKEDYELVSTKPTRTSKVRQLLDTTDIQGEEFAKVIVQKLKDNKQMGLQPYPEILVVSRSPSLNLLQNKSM
# ABCB6 inh 2: blocks the human ABCB6 transporter; fluorescence ratio to DMSO, % at 10 µM; 360,000 tested, 0.19% active; K562-ABCB6 porphyrin accumulation, flow cytometry, 1 h; hits give low values; AID 602162;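 active means fluorescence ratio to DMSO below 75%, the collection mean minus 3 SD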;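 further: signal is porphyrin accumulated inside mitochondria; 100% equals median channel fluorescence of DMSO control wells; lower ratio means ABCB6 inhibition with less porphyrin fluorescence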
# ABHD5 PLIN5 PPI: inhibitors of human ABHD5-perilipin-5 interaction. Split G. princeps luciferase complementation, luminescence, 4 h. inhibition, % at 4 µM. 360,000 tested, 0.78% active. AID 602281;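 active means inhibition above the mean inhibition across every tested compound plus 3 SD, cut at about 22% in these data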;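 further: 0% = DMSO only wells and the 100% control is not disclosed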
# m5-HT2A agonist: mouse HTR2A agonism via beta-arrestin recruitment; CHO-K1 mHTR2A beta-arrestin complementation, luminescence; percent of 30 µM serotonin response; 360,000 tested, 0.66% active; AID 624169; activation, % at 7.6 µM;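 active means activation above a run cutoff, the mean activation of all tested compounds plus 3 SD, cut at about 14% in these data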;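 further: 0% = plate median of compound wells and 100% = 30 µM serotonin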
# Target sequence (P35363 whole entry, looked up): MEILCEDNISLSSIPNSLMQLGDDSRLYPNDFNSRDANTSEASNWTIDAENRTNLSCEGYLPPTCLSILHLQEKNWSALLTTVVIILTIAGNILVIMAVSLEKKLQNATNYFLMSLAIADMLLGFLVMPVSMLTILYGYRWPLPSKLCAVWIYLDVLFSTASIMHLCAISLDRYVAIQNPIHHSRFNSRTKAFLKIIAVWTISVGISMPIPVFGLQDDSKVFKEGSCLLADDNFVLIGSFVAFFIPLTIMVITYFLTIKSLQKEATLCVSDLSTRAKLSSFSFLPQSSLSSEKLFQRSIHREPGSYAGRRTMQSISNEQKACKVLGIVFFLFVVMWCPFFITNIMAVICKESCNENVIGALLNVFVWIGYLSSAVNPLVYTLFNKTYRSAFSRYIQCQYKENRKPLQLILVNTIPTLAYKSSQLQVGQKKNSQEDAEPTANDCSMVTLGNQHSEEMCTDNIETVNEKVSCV
# MC4R barr agon: agonists of human melanocortin 4 receptor (MC4R) beta-arrestin. P32245. 360,000 tested, 0.98% active. U2OS MC4R beta-arrestin complementation, luminescence; percent of melanotan II response, DMSO zero. activation, % at 8.9 µM;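 active means activation above a per-plate cutoff, the mean activation of sample wells on that plate plus 3 SD, cut at about 8% in these data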
# MC4R antagonist: human MC4R antagonism in cAMP assay; inhibition, % at 6.5 µM; MC4R-expressing cells, MTII-stimulated cAMP, LANCE TR-FRET; P32245; 360,000 tested, 0.48% active;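 active means inhibition above its plate's cutoff, the mean of tested wells on that plate plus 3 SD, cut at about 29% in these data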;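 further: 0% = Melanotan II alone and 100% = Melanotan II plus saturating MCL0020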
#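 Test system: U2OS cells stably expressing human melanocortin 4 receptor (MC4R); also added: Melanotan II challenge; compound: 6.5 µM single dose; timing: 30-min compound preincubation, 1-h Melanotan II challenge, 1-h detection, room temperature; signal: Eu-cAMP/anti-cAMP TR-FRET, emission 671 nm; repeats: one well per compound, no replicates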
# Glyco luc inh: blocks N-linked glycosylation in D54 reporter cells | 360,000 tested, 0.23% active | D54 ERlucT glycosylation luciferase reporter, 24 h; percent of 100 nM tunicamycin response | reporter increase, % at 12.5 µM;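 active means mean luciferase reporter signal, scaled so untreated is 0 and the glycosylation-blocking control 100, at or above a set limit in every replicate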;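 further: luciferase carries N-glycosylation sites so blocking glycosylation raises the light; 0% = median of neutral control wells and 100% = median of 100 nM tunicamycin wells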
# * marks the source's active call; other numbers are inactive results; x = not tested or not shown. Only part of the results is shown. The share of hits here may be higher or lower than overall.
smiles,SRC2 inh,H9c2 protect,TLR9-MyD88 block,NOD2-RIPK2 inh,ABCB6 inh 2,ABHD5 PLIN5 PPI,m5-HT2A agonist,MC4R barr agon,MC4R antagonist,Glyco luc inh
CC(=O)c1cccc(N(C(=O)CNC(=O)c2ccco2)C(C(=O)NC2CCCC2)c2ccco2)c1 (configuration not stated),-37,2,-1,-3,100,1,11,0.7,19,0
Cc1ccc(OCCC(=O)OCC(=O)Nc2ccc3c(c2)OCO3)cc1,-11,-1,-3,2,106,4,4,0.0,10,2
Cc1cc(C)nc(NC(=O)c2ccc(C)o2)n1,-9,8,-4,-2,93,1,1,-1.0,0,1
NC(=O)CC(NSc1ccccc1[N+](=O)[O-])C(=O)O (configuration not stated),9,-1,-6,-2,98,-9,-2,-2.5,-17,1
O=S(=O)(Nc1n[nH]c(C(F)(F)F)n1)c1ccccc1,1,1,7,-7,96,2,7,-0.8,12,1
COc1cc2c(cc1NC(C)=O)CCCC2,-3,2,15,-9,100,-1,8,-0.9,3,4
COc1cc(OC)cc(C(=O)N[C@H](C(=O)Nc2nc(-c3ccc(OC)c(OC)c3)cs2)C(C)C)c1,11,15,-11,-31,97,-1,-1,-0.1,15,-3
c1ccc2cc(CCO[C@H]3CCCCO3)ncc2c1,-48,-1,-3,-11,86,-6,2,-0.3,-6,-18
CC(=O)Nc1ccccc1-c1nc2ccc(C(=O)N3CCN(c4cccc(C)c4)C(C)C3)cc2[nH]c1=O (configuration not stated),12,3,-3,0,97,7,8,-0.5,10,-1
CCNC(=O)N(CC)C[C@H]1N[C@@](CC)(C(=O)OC)[C@H]2C(=O)N(Cc3ccccc3)C(=O)[C@@H]12,11,4,-2,0,104,-1,3,0.8,6,1
O=[N+]([O-])c1ccc(C=NN2CCOCC2)s1,-16,-6,7,-3,100,-6,-2,-1.6,12,4
Cc1ccc(-n2c(N)cc(=O)nc2SCC(=O)NC2CCCCC2)cc1C,-8,-3,4,1,94,3,6,-1.1,1,2

# Next part (two carried over from the part before).
smiles,SRC2 inh,H9c2 protect,TLR9-MyD88 block,NOD2-RIPK2 inh,ABCB6 inh 2,ABHD5 PLIN5 PPI,m5-HT2A agonist,MC4R barr agon,MC4R antagonist,Glyco luc inh
O=[N+]([O-])c1ccc(C=NN2CCOCC2)s1,-16,-6,7,-3,100,-6,-2,-1.6,12,4
Cc1ccc(-n2c(N)cc(=O)nc2SCC(=O)NC2CCCCC2)cc1C,-8,-3,4,1,94,3,6,-1.1,1,2
Cc1nnc(SCC(=O)Nc2ccc(O)cc2)c2ccccc12,-12,0,-2,-10,98,11,-2,-0.4,0,0
CC(C)Nc1ccc(-n2nc3ccccc3[n+]2[O-])cc1,-21,-18,-8,2,94,8,4,-0.1,-1,-20
Cc1ccc(C)c(NC(=O)CSc2nnc(-c3cc(C)[nH]n3)n2N)c1,-11,-2,-15,-9,104,6,6,-1.0,3,-1
COC(=O)C1CC(=O)N(Cc2ccccc2)C1 (configuration not stated),-16,11,7,-10,106,-4,7,1.2,9,0
CC(=O)Nc1nc2cc(C(N)=O)ccc2s1,-12,17,-6,-12,96,-1,0,-1.1,12,2
O=C(O)C1OC(Oc2cc3oc(-c4ccccc4)cc(=O)c3c(O)c2O)C(O)C(O)C1O (configuration not stated),-91,4,-10,-5,102,-10,2,-1.9,-5,0
Cc1nc(SCC(=O)O)n[nH]1,-2,15,-1,-5,100,-4,7,-1.1,13,2
COc1cc([C@@H]2CC=C(C(=O)O)CN2S(=O)(=O)c2ccc(C)cc2)cc(OC)c1OC,16,0,7,8,103,1,-3,-0.6,7,3
COC(=O)c1c(NC(=O)C2CC2)sc(C(=O)Nc2ccccc2)c1C,-58,8,-18,-11,99,1,-1,-2.3,-9,-1
CCOc1ccc(CC(=O)Nc2nccs2)cc1OCC,-17,-6,5,-12,91,-9,2,-1.6,5,-1
CCc1cccc2c1NC(=O)C21OCCO1,1,4,6,-7,105,3,-3,-1.0,-6,1
C[n+]1ccc(C(=O)Nc2ccccc2Cl)cc1,17,4,6,1,98,1,-1,0.1,1,2
Cc1ccccc1S(=O)(=O)Cc1ccc(C(=O)NC2CCCCCC2)o1,-8,1,2,-5,100,11,-2,-0.1,-3,-7
O=C1OC(N2CCN(C(=O)C3CCCO3)CC2)c2ccccc21 (configuration not stated),-18,-1,9,3,98,-1,2,0.2,8,0
CCOC(=O)CSc1nc(C)cc2c1C(=O)OC2,7,6,12,-11,96,1,-1,-1.2,-1,0
CCCCNS(=O)(=O)c1cccc(NC(=O)[C@@H]2O[C@H](CO)[C@@H](O)[C@H]2O)c1,-47,-1,x,5,96,3,1,-1.3,2,0
Cc1cc(NC(=O)CSc2nc(C(C)(C)C)nc3ccccc23)no1,4,-8,-7,-14,102,2,3,-1.9,-8,11
Cc1cccc(C2=NN(c3ccc(Br)cc3)[C@@H](C(=O)N3CCOC3=O)[C@@H]2c2ccc(F)cc2)c1,-14,13,-12,-1,94,-18,3,2.9,7,1
O=C(NC1CC(=O)N(c2ccccc2)C1)C1CC1 (configuration not stated),20,10,-3,-4,97,8,4,0.1,5,0
CCOC(=O)c1cc(-c2ccccc2)sc1NC(=O)COC(=O)c1ccc(Cl)c(S(N)(=O)=O)c1,x,-22,-15,-2,100,-8,2,1.7,29*,-3
C=CCN(CC=C)Cc1c(C)[nH]c2ccc(C(=O)OCC)cc2c1=O,-12,1,-4,1,93,-1,-5,-1.2,1,2
CC(=O)N1CCc2cc(Br)cc(S(=O)(=O)NCC3CCCO3)c21 (configuration not stated),22,-1,1,4,99,1,-1,-2.4,2,1
Cc1cc(NC(=O)c2ccc3c(c2)OCO3)no1,-43,-18,13,3,103,0,2,-1.0,9,-5
COc1ccccc1N(C(=O)c1ccco1)C(C(=O)NC1CCCC1)c1cccs1 (configuration not stated),-7,1,2,-2,93,-4,-5,0.7,-1,0
C(=N\n1cnnc1)/c1cccc(OCCOc2ccccc2)c1,-5,31,-3,0,98,-3,0,0.6,-6,-1
COc1ccc(C2N=C(c3ccccc3)C(C)(C)N2O)cc1OC (configuration not stated),-2,9,-1,-3,105,2,3,-0.8,1,-1
CN(CC(=O)Nc1ccc(Cl)c(C(F)(F)F)c1)C(=O)C1CC(=O)N(CCc2ccccc2)C1 (configuration not stated),5,-10,-2,-4,96,8,-2,-5.6,-4,3
CC(C)(C)CC(=O)Nc1nnc(CCc2ccccc2)s1,-52,1,-7,-5,97,3,1,-0.3,-8,0
O=C(NCCS(=O)c1ccc(Cl)cc1)c1cccc(Cl)c1 (configuration not stated),5,9,x,-10,95,3,0,-0.8,-4,-1
Cc1nc(N)nc(Nc2ccc(C#N)cc2)c1Br,-29,0,-10,6,99,-3,1,3.2,1,-2
O=C(/C=C/c1ccc2c(c1)OCO2)c1cccnc1,15,3,1,-17,98,28*,-5,1.5,12,1
COc1ccc(CC(=O)OCn2nnc3ccccc3c2=O)cc1OC,11,5,2,-5,98,1,-3,-0.7,3,0
Cc1ccc(C(=O)Nc2ccccc2)cc1S(=O)(=O)Nc1ccc(Cl)cn1,-21,-1,3,-19,97,2,4,-0.3,10,0
O=c1oc(C2(O)CCCCC2)cc2ccc(/C=C/c3ccc(F)cc3)cc12,-17,-10,5,-9,98,-1,-2,-1.1,12,-3
CC1(C(=O)NS(=O)(=O)c2ccccc2OC(F)(F)F)CCN1C(=O)c1ccco1 (configuration not stated),5,3,x,-12,100,-1,1,-2.4,6,0
Cc1ccccc1Sc1ccc([N+](=O)[O-])cn1,11,-5,2,2,101,3,-4,1.4,-1,-2
CN(CC(=O)Nc1ncn[nH]1)S(=O)(=O)c1ccc(Br)cc1,-6,3,-15,-13,94,9,-2,-1.2,3,4
Cn1cc(C(=O)Nc2ccc(F)c(Cl)c2)cn1,-17,4,-8,-12,96,-2,-1,0.0,19,2
Cc1nc2ccccc2c(=O)n1/N=C/c1ccccc1Cl,-50,-4,-2,-5,94,-4,4,-0.7,3,1
CCOc1ccc(NC(=O)CN(C)C(=O)c2cc([N+](=O)[O-])ccc2N2CCCCC2)cc1OCC,-10,-2,-3,-17,102,1,-8,-0.8,2,1
Cn1nc(-c2ccccc2)c(C#N)c1Sc1cccc(Cl)c1,14,-7,-3,-3,80,-6,-2,-0.9,-4,-5
c1ccc(OCCN2CCOCC2)cc1,4,0,2,-10,100,4,-1,2.2,0,-1
CC(=O)Nc1ccc(NC(=O)CSc2nnc3ccc(-c4cccnc4)nn23)cc1,5,1,1,5,100,5,-2,-2.4,-2,4
CC(=O)c1ccc(S(=O)(=O)NCCCC(=O)N(C)Cc2ccc3c(c2)OCO3)cc1,-11,-10,-7,2,95,1,4,-0.7,0,-1
COC(=O)C1=C(C)N(C)C(=O)NC1c1cccc2ccccc12 (configuration not stated),5,5,5,-9,96,4,4,0.4,6,2
CCn1c2ccccc2c2cc([N+](=O)[O-])ccc21,0,-2,-3,2,98,-2,0,-0.6,-2,0
O=C(NCCCn1ccnc1)c1ccc(Br)c(S(=O)(=O)N2CCOCC2)c1,-26,6,7,3,96,6,0,0.2,5,1
CCC(C)(C)NC(=O)C(c1cccc(OC)c1OC)N(C(=O)CCC(=O)Nc1cc(C)on1)C(C)C (configuration not stated),-14,5,-2,-9,95,-7,-6,-2.4,4,2
N#CC1=C(N)OC2=C(C(=O)CC(c3ccccc3)C2)C1c1ccc2c(c1)OCO2 (configuration not stated),23,1,-2,4,91,2,-3,-1.7,12,-1
COc1cc(OCc2ccccc2)c2c(CCC(=O)O)cc(=O)oc2c1,2,13,-7,-9,91,-5,-1,-1.0,2,1
COC(=O)c1ccc(N2CCN(C)CC2)c(NC(=O)COc2ccccc2)c1,-3,-4,4,-1,94,-3,3,0.2,5,1
O=C(O)CCNc1ccc2c(c1)OCCO2,-5,2,-7,7,111,3,1,0.5,2,1
CCC(C)NC(=O)CNC(=O)c1nn(-c2ccc(OC)c(Cl)c2)c(=O)c2ccccc12 (configuration not stated),14,12,7,13,95,2,-2,-1.0,11,-1
CC(C)(C)c1ccc(C(O)c2ncc(-c3cccc(F)c3)[nH]2)cc1 (configuration not stated),-6,-17,x,12,95,-1,5,5.5,5,4
COc1ccc(NC(=O)c2sc3nc(N4CCCC4)c4c(c3c2N)CC(C)(C)OC4)cc1,-3,2,10,-1,100,0,-2,-2.4,13,-3
COc1ccc2c(c1)OC(=O)CC2c1cc(OC)c(OC)c(OC)c1 (configuration not stated),-41,9,-11,10,114,1,-1,-3.0,-45,9
Cc1ccc(N2C(=O)CSC2=S)cc1C,7,4,3,-7,105,-2,1,2.2,19,2

# Bioassay records from PubChem.
